SR-BI DiI-HDL act – enhances SR-BI lipid uptake from DiI-HDL; CHO ldlA[mSR-BI] cells, DiI-HDL uptake fluorescence, 3 h; 100 = double the neutral-control signal; activation, % at 12.5 µM; 0.096% of 320,000 active;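 active means mean replicate activation of at least 60% and every replicate at or above 60%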;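 further: 0% = median plate neutral-control signal and 100% = twice that signal; values of inactives mirror those of a sister screen read the other way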
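Material – SR-BI-overexpressing, LDLR-lacking CHO cells · Medium – BSA-supplemented, HEPES-buffered Ham's F12, pH 7.4 · Doses – single concentration · Times – compound with DiI-HDL co-incubation, 3 h at 37 °C · Measured by – bottom-read fluorescence, 550/595 nm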
Cardiac RTF inh – cardiac RTF calcium desensitization. P19429+P45379. IANBD-labeled cardiac RTF, Ca2+ fluorescence. inhibition, % at 7.15 µM. 0.12% of 340,000 active. AID 493244;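 active means inhibition above the mean inhibition of all tested compounds plus 3 SD, cut at about 17% in these data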;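 further: assay run at fixed EC70 calcium of 1.6 mM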
Keap1-Nrf2 PPI – disrupts human Keap1 binding to Nrf2 peptide | Q14145 | Keap1 Kelch-Nrf2 peptide fluorescence polarization, 1536-well | inhibition, % at 9.4 µM | 0.15% of 340,000 active; in the data active means inhibition above about 12%;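 further: human Keap1 Kelch domain with fluorescein labeled Nrf2 9mer peptide probe; 0% = neutral control wells and 100% = peptide positive control; higher means more block of Keap1 binding to Nrf2 peptide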
Target sequence (Q14145 whole entry, looked up, the tested form may be a part): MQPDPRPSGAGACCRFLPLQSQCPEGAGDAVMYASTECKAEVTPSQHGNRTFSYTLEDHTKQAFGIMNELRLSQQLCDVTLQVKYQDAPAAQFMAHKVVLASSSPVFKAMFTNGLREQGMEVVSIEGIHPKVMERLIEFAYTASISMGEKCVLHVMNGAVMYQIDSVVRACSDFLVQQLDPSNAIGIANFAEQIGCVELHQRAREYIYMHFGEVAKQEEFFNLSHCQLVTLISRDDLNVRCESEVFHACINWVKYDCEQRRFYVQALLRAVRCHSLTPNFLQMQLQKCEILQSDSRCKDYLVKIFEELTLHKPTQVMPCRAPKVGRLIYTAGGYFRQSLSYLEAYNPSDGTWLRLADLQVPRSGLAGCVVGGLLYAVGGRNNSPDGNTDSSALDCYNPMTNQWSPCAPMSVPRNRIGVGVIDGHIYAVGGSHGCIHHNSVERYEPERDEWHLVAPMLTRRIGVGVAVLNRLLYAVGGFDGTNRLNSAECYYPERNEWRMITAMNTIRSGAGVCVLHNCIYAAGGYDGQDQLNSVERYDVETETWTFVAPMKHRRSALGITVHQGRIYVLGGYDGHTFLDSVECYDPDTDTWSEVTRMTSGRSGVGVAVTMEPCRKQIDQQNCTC
CAL PDZ FP-1 – inhibitors of human CAL PDZ peptide binding | Q9HD26 | 0.02% of 330,000 active | purified CAL PDZ, TMR-peptide fluorescence polarization, 1 h | AID 504414 | inhibition, % at 20 µM;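 active means highest replicate inhibition of at least 40%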;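 further: plate controls were DMSO neutral control wells for no effect and unlabeled competitor peptide control wells for full effect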
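Test system: tagged CAL PDZ domain / Buffer or medium: sodium phosphate/NaCl buffer pH 7.4 with TCEP, IgG, Thesit / Reagent: TMR-labelled reporter peptide T*-PRC34 bound in PDZ groove / Compound dosing: single point, 20 µM / Schedule: 1 h incubation at room temperature before polarization reading / Technique: fluorescence polarization (mP) / Benchmarks: unlabelled peptide, DMSO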
DAGLB inhibitor – blocks human DAGLB lipase activity | Q8NCG7 | HEK293T DAGLB membrane lysate, EnzChek fluorogenic substrate | inhibition, % at 5.17 µM | 0.059% of 340,000 active | AID 504411; in the data active means inhibition above about 34%;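 further: 0% = enzyme with vehicle and 100% = wells lacking enzyme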
RTF Ca sens act – increases calcium sensitivity of human cardiac regulated thin filaments | P19429+P45379 | IANBD-labeled TnC RTF fluorescence at EC20 calcium; 0% EC20 calcium, 100% full calcium | activation, % at 7.2 µM | 0.24% of 340,000 active | AID 493008;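 active means activation above the mean over all tested compounds plus 3 SD, cut at about 30% in these data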;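 further: rise in fluorescence read as greater calcium sensitivity of cardiac thin filaments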
CAL PDZ FP-2 – inhibitors of human CAL PDZ peptide binding. purified CAL PDZ, TMR-peptide fluorescence polarization, 1 h. inhibition, % at 24.9 µM. Q9HD26. 0.92% of 300,000 active. AID 602252;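 active means mean inhibition of at least 30% with at least half of replicates also reaching 30%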;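 further: 0% = DMSO neutral control and 100% = excess unlabeled competitor peptide PRC23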
PKA-R2B activ – activates the human PKA-R2B holoenzyme complex. P22694+P31323. PKA-R2B holoenzyme dissociation, Cy5-IP20 fluorescence polarization; R2B truncated from residue 108, S112A mutant; 0% DMSO only, 100% 113 µM cGMP. activation, % at 11.4 µM. 0.079% of 340,000 active. AID 504700;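 active means activation above a cutoff set at the mean over all compounds plus 3 SD, cut at about 18% in these data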;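 further: higher means more holoenzyme dissociation and a rise in polarization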
Rtt109 HAT inh – inhibitors of Candida albicans Rtt109/Vps75 histone acetyltransferase. Q5AAJ8. purified Rtt109/Vps75, ThioGlo CoA-SH fluorescence, 4 h. inhibition, % at 34.9 µM. 0.16% of 330,000 active;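 active means inhibition of at least 50% in every replicate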
Target sequence (Q5AAJ8 whole entry, looked up): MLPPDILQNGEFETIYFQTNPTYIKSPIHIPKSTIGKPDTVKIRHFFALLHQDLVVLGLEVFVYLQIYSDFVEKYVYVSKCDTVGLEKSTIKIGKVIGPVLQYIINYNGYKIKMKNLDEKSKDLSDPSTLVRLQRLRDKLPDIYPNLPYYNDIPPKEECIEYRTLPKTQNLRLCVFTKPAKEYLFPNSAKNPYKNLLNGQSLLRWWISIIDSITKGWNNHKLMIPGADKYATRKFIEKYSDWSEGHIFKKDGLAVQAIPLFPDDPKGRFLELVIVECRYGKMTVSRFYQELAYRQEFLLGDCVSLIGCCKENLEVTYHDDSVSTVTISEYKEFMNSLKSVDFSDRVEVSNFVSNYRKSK
C-LANA FP – inhibitors of KSHV LANA C-terminal domain DNA binding; MBP-C-LANA/FAM-LBS DNA binding, fluorescence polarization; 0.078% of 340,000 active; AID 504423; inhibition, % at 9 µM;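 active means highest replicate inhibition at or above 60% at 9 µM, even if other replicates fall short; inactive means all replicates below 60% inhibition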;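 further: 0% = neutral control wells and 100% = 4 µM acridine orange control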
* = called active by the depositor; nt = no result given. This is a random part of the collection; any-hit rate near 1.6%.

#	structure	SR-BI DiI-HDL act	Cardiac RTF inh	Keap1-Nrf2 PPI	CAL PDZ FP-1	DAGLB inhibitor
1	CS(=O)(=O)N(CC(=O)NCCSCc1cccc(Cl)c1)c1ccc2c(c1)OCO2	nt	-1	-2	-1.7	-3
2	O=C(COC(=O)CNC(=O)c1ccc(Cl)cc1Cl)NNC(=O)c1ccccc1F	23	0	1	0.0	-1
3	O=S(=O)(Nc1nc2ccccc2nc1Cl)c1ccccc1	9	-23	-5	-2.1	6
4	COc1ccccc1OCC(=O)Nc1nonc1NC(=O)COc1ccccc1OC	29	7	-1	-1.4	-2
5	O=C(NC1CC1)c1cccc(NC(=O)c2cc(S(=O)(=O)N3CCOCC3)ccc2Cl)c1	-3	-2	-4	-1.1	1
6	CC12CCC(=O)N1C(C(=O)Nc1nc(-c3ccc(F)cc3)cs1)CS2 (stereo unspecified)	-42	3	3	-2.5	-3
7	O=C(c1ccc(CSc2ccccc2)cc1)N1CCCCCC1	16	1	1	0.4	-4
8	COC(=O)NC1(C(=O)O)CCCC1	3	-5	-2	1.2	-1

#	RTF Ca sens act	CAL PDZ FP-2	PKA-R2B activ	Rtt109 HAT inh	C-LANA FP
1	2	2	-3	-1	0.7
2	10	5	-3	-10	-0.2
3	-3	-1	6	-8	0.6
4	2	-8	-11	2	0.2
5	-2	0	-9	15	0.3
6	-11	-3	-6	22	0.9
7	-3	-4	-1	10	2.0
8	5	-3	-3	-4	0.4

The list continues.
#	structure	SR-BI DiI-HDL act	Cardiac RTF inh	Keap1-Nrf2 PPI	CAL PDZ FP-1	DAGLB inhibitor
9	O=C(NNC(=S)NC(=O)c1ccccc1[N+](=O)[O-])c1ccccc1[N+](=O)[O-]	20	-3	3	-2.0	2
10	COc1ccc(OCCC(=O)NCc2ccccc2)cc1	25	-2	-1	-2.7	2
11	O=C(C1CC(=O)N(c2ccc(F)cc2)C1)N1CCOCC1 (stereo unspecified)	23	-1	3	-1.9	1
12	Cc1ccc(OCC(=O)Nc2ccc(C)c(S(=O)(=O)N3CCCCCC3)c2)c([N+](=O)[O-])n1	-74	-25	3	2.2	-4
13	C[C@@H](CN=[N+]=[N-])CN1CC[C@H](NC(=O)OCc2ccccc2)CCC1=O	3	-3	-1	0.3	0
14	CCCN1C(=O)C(NC(C)=O)c2ccccc21 (stereo unspecified)	25	-4	-3	-1.0	0
15	O=C(Nc1nccs1)c1ccc(NC(=O)C2CC=CCC2C(=O)O)cc1 (stereo unspecified)	21	-15	-1	-1.7	-1
16	CC1CC(C)CN(C(=O)CCCNC(=O)c2ccc(Cl)cc2)C1 (stereo unspecified)	17	5	0	-1.5	-3

#	RTF Ca sens act	CAL PDZ FP-2	PKA-R2B activ	Rtt109 HAT inh	C-LANA FP
9	3	-2	-3	2	-0.5
10	6	-2	1	-16	-0.3
11	-2	-6	-13	5	1.2
12	3	-3	2	0	-7.9
13	2	-1	-9	-7	1.9
14	-3	-1	15	nt	-0.4
15	5	-3	-10	16	-0.8
16	0	3	-2	14	-0.5

Next part
#	structure	SR-BI DiI-HDL act	Cardiac RTF inh	Keap1-Nrf2 PPI	CAL PDZ FP-1	DAGLB inhibitor
17	NS(=O)(=O)c1ccc(CNC(=O)c2ccc(Cl)c([N+](=O)[O-])c2)cc1	nt	4	-2	-2.9	0
18	Cc1ccc(OCC(O)CNC2CCCC2)cc1C (stereo unspecified)	15	3	0	2.1	-1
19	Cc1ccc(S(=O)(=O)N2C(=O)[C@@H]3Cc4ccccc4CN3C2=O)cc1	1	6	-1	-0.4	0
20	CC(=O)Nc1ccc(S(=O)(=O)NCC(=O)OCC(=O)NC23CC4CC(CC(C4)C2)C3)cc1	nt	3	0	0.3	0
21	C/C(=N\NC(N)=S)c1cc(-c2ccccc2)c(-c2ccccc2)s1	-44	0	5	-0.4	-1
22	CCN(C(=O)c1cn(CC)c(=O)c2cc(OC)c(OC)cc12)c1ccccc1C	0	-2	3	-1.9	1
23	CCOC(=O)C1=C(O)C(=O)NC(c2ccccc2)=C(OCC)C1	4	2	3	0.0	-2
24	O=C(COC(=O)CN1C(=O)c2ccccc2C1=O)NC1CCCC1	nt	-4	5	-1.4	1

#	RTF Ca sens act	CAL PDZ FP-2	PKA-R2B activ	Rtt109 HAT inh	C-LANA FP
17	1	-4	-4	-4	-1.4
18	4	0	-1	2	1.6
19	-3	10	3	-3	0.7
20	10	-3	-9	2	0.8
21	-8	5	-5	-16	-1.2
22	-6	2	4	2	1.8
23	-2	5	8	-10	4.7
24	-2	-2	-4	0	0.7

Remaining list, next part:
#	structure	SR-BI DiI-HDL act	Cardiac RTF inh	Keap1-Nrf2 PPI	CAL PDZ FP-1	DAGLB inhibitor
25	COc1ccc(/C=N/Nc2ccc(C(=O)O)cc2)cc1Br	-16	-12	3	1.3	2
26	O=C(c1ccc(C(F)(F)F)cc1)N1CCN(S(=O)(=O)c2ccc3c(c2)OCCCO3)CC1	14	0	1	-2.2	-6
27	COc1ccc2c(c1)C(=O)N(c1ccc(C)cc1)C(=O)C2	9	-3	1	-1.2	-4
28	Cc1ccc(Cl)cc1-c1ccc(C=Nc2ccc(N3CCOCC3)cc2)o1	10	5	-8	-0.3	-1
29	CNC(=O)c1c(NC(=O)C2=COCCO2)sc2c1CCCC2	-29	-5	-1	-2.4	3
30	O=C(NCc1ccccn1)c1cccc(S(=O)(=O)N2CCCCC2)c1	2	-9	5	0.1	0
31	CN(C)S(=O)(=O)c1ccc(Cl)c(NC(=O)c2ccncc2)c1	-15	-1	-3	-2.7	0
32	CCCCNC(=O)[C@H]1C[C@H]1[C@@H](O)[C@H](CO)NC(=O)[C@H](CC(C)C)NC(=O)OC(C)(C)C	-3	-12	-3	0.2	-2

#	RTF Ca sens act	CAL PDZ FP-2	PKA-R2B activ	Rtt109 HAT inh	C-LANA FP
25	-4	-2	2	-1	1.1
26	3	-2	-6	10	-2.3
27	-5	nt	-2	1	2.6
28	0	0	-7	-1	2.0
29	-8	-2	-2	3	-1.0
30	-1	2	5	5	-0.8
31	6	2	-2	-4	2.7
32	0	-2	5	-9	0.8

Next entries follow:
#	structure	SR-BI DiI-HDL act	Cardiac RTF inh	Keap1-Nrf2 PPI	CAL PDZ FP-1	DAGLB inhibitor
33	O=C(N/N=C/c1cc2ccccc2[nH]1)c1ccccc1Cl	10	-1	0	0.3	6
34	COc1ccc(S(=O)(=O)N2CCOCC2)cc1NC(=O)c1cc2ccccc2o1	-26	6	-7	-5.1	0
35	COc1ccc(Cl)cc1NC(=S)Nc1cccc(C)c1	-41	-10	2	-1.0	-4
36	Cc1nn(Cc2ccc(Cl)cc2Cl)c(C)c1NC(=O)C1C2CCC(O2)C1C(=O)O (stereo unspecified)	6	2	5	-0.2	-1
37	Cc1ccc(Cl)cc1N1CCN(S(=O)(=O)N2CCCCC2)CC1	9	-1	-3	0.3	-18
38	CCOC(=O)Nc1ccc2c(c1)N(C(=O)CCN1CCN(CCO)CC1)c1ccccc1S2	2	-6	2	-1.2	0
39	COc1ccccc1OCC(=O)Nc1cccc(C(=O)N2CCOCC2)c1	6	4	-2	0.9	1
40	O=c1[nH]cnc2c1sc(=S)n2-c1ccccc1	10	1	5	0.2	0

#	RTF Ca sens act	CAL PDZ FP-2	PKA-R2B activ	Rtt109 HAT inh	C-LANA FP
33	-8	-9	-5	-5	-15
34	-11	-6	0	4	-1.5
35	1	-5	-5	-1	-0.8
36	4	nt	-3	-11	0.3
37	3	-3	-12	2	0.0
38	6	-1	1	4	-1.6
39	-5	-3	0	-1	-1.2
40	-5	nt	-11	11	-0.4

Arranged by value in SR-BI DiI-HDL act (high to low): some entries from above.
No. | structure | SR-BI DiI-HDL act | Keap1-Nrf2 PPI | CAL PDZ FP-1 | DAGLB inhibitor | RTF Ca sens act | CAL PDZ FP-2 | PKA-R2B activ | Rtt109 HAT inh | C-LANA FP
4 | COc1ccccc1OCC(=O)Nc1nonc1NC(=O)COc1ccccc1OC | 29 | -1 | -1.4 | -2 | 2 | -8 | -11 | 2 | 0.2
13 | C[C@@H](CN=[N+]=[N-])CN1CC[C@H](NC(=O)OCc2ccccc2)CCC1=O | 3 | -1 | 0.3 | 0 | 2 | -1 | -9 | -7 | 1.9
34 | COc1ccc(S(=O)(=O)N2CCOCC2)cc1NC(=O)c1cc2ccccc2o1 | -26 | -7 | -5.1 | 0 | -11 | -6 | 0 | 4 | -1.5

Additional entries:
#	structure	SR-BI DiI-HDL act	Cardiac RTF inh	Keap1-Nrf2 PPI	CAL PDZ FP-1	DAGLB inhibitor
41	CC1=NN(c2ccccc2)C(=O)/C1=C\N(O)c1ccccc1	-53	-1	-3	-1.6	-2
42	NC(=O)CCCC1=NS(=O)(=O)c2ccccc2N1	2	-3	-7	-0.9	0
43	Cc1cccc(-n2ccnc2SCC(=O)N2CCCc3ccccc32)c1C	-9	1	2	-0.7	-3
44	CCOC(=O)Cn1nc(C)c(NC(=O)c2ccc(Br)o2)c1C	nt	-23	-6	-0.5	1
45	Cc1ccc(NC(=O)[C@@H]2CCCN2S(=O)(=O)c2ccccc2F)cc1	17	0	-1	-0.5	-1
46	Cc1ccc(CCNC(=O)c2cc(S(=O)(=O)N3CCCC3)cn2C)cc1	-8	-6	1	-0.4	-2
47	CN1CCN(c2ccc(-c3ccnn3C(=O)Nc3ccccc3)cc2)CC1	23	-51	-2	-0.7	1
48	Cc1ccc(NC(=O)Nc2ccc(F)cc2F)c(OC(F)F)c1	-31	-12	-1	-0.6	2
49	CCN(C(=O)COc1ccccc1C(=O)NCc1ccccc1)C1CCS(=O)(=O)C1 (stereo unspecified)	-11	-2	-4	1.1	3

#	RTF Ca sens act	CAL PDZ FP-2	PKA-R2B activ	Rtt109 HAT inh	C-LANA FP
41	-2	0	-5	22	0.6
42	13	-3	3	-2	-1.0
43	0	1	-9	-2	-0.2
44	-2	-3	-14	7	0.4
45	4	-5	1	nt	0.3
46	2	nt	-10	-3	-0.6
47	-6	4	-3	-10	0.7
48	0	nt	-7	-1	0.2
49	-3	5	-5	-11	-0.6
